# Rev-erbA mod = modulators of human Rev-erb alpha DNA binding; Rev-erbα–FITC-DNA binding, fluorescence polarization, 90 min; activity, % at 10 µM; 370,000 compounds, 0.79% hits;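 active = activity above about 14%, limit read from the data; passing the limit was not always enough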;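 also: 0% = DMSO wells with 35 nM protein and 100% = DMSO wells with 750 nM protein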
# SIAE primary = inhibitors of human sialic acid acetylesterase SIAE | Q9HAT2 | SIAE FP-Rh probe binding, fluorescence polarization | inhibition, % at 9.66 µM | 370,000 compounds, 0.69% hits | AID 1053197;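 active = inhibition above a cutoff: mean of compounds within the control limits plus 3 SD of those, cut at about 17% in these data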;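 also: 0% = plate median of compound wells and 100% = probe without SIAE protein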
# mABHD4 FP = inhibitors of mouse ABHD4 | inhibition, % at 8.92 µM | 370,000 compounds, 0.54% hits | Q8VD66 | purified mABHD4, FP-Rh probe fluorescence polarization;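 active = inhibition exceeding the mean over every tested compound plus 3 SD, cut at about 30% in these data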;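 also: 0% = plate median of compound wells and 100% = S159A mutant with DMSO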
#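 Test system: mABHD4 protein; Read-out basis: % inhibition; Incubation: 45 min + 60 min at 25 °C; Repeats: single replicate; Technique: fluorescence polarization with parallel and perpendicular emission, 525/598 nm; Compound: 8.92 µM, single dose; Benchmarks: full inhibition S159A mutant plus DMSO, zero as sample-well median.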
# PRMT1 FP inh = blocks human protein arginine methyltransferase 1. Q99873. recombinant PRMT1, activity-based probe fluorescence polarization. inhibition, % at 2.79 µM. 370,000 compounds, 1.3% hits. AID 652257;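 active = inhibition above about 21% made by adding two undisclosed values, limit read from the data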
# Target sequence (Q99873 whole entry, looked up): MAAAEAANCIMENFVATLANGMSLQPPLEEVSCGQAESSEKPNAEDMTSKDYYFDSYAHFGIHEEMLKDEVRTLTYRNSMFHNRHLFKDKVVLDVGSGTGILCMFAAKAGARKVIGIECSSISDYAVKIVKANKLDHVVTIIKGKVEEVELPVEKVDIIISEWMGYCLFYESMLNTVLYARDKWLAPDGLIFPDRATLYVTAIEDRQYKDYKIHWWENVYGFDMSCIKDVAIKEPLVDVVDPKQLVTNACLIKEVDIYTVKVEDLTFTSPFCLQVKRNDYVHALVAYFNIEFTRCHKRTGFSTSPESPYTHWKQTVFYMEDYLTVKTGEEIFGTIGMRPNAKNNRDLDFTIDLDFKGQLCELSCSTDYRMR
# LEDGF integ inh = blocks HIV-1 LEDGF/p75-dependent DNA integration; TR-FRET IN-LEDGF/p75 DNA integration, Eu/Cy5; inhibition, % at 3.7 µM; 370,000 compounds, 0.64% hits; AID 743269;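 active = inhibition above the screen-wide mean plus 3 SD, cut at about 13% in these data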;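 also: signal is the Cy5 over europium emission ratio at 671 and 618 nm; 0% = plate median of compound wells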
# TCR-CD3 inh = human TCR-CD3 binding inhibition; TAMRA-labeled TCR probe fluorescence, biochemical; inhibition, % at 9.4 µM; 360,000 compounds, 0.37% hits; AID 651800; in the data active = inhibition above about 19%;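 also: recombinant mutant TCR 2C K166C tagged with TAMRA read by polarization; 0% = receptor in buffer alone and 100% = receptor with positive control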
# PG9 binder = small molecules binding HIV-1 gp120 antibody PG9; inhibition, % at 6.7 µM; TR-FRET gp120-PG9 antibody binding; AID 624416; 360,000 compounds, 0.43% hits; in the data active = inhibition above about 8.5%
# HTRA1 inhibitor = blocks human HTRA1 serine peptidase. Q92743. recombinant HTRA1, FP-rhodamine activity-based probe, fluorescence polarization. inhibition, % at 5.96 µM. 340,000 compounds, 0.5% hits; in the data active = inhibition above about 36%;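 also: 0% = enzyme with DMSO and 100% = wells lacking enzyme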
# Target sequence (Q92743 whole entry, looked up): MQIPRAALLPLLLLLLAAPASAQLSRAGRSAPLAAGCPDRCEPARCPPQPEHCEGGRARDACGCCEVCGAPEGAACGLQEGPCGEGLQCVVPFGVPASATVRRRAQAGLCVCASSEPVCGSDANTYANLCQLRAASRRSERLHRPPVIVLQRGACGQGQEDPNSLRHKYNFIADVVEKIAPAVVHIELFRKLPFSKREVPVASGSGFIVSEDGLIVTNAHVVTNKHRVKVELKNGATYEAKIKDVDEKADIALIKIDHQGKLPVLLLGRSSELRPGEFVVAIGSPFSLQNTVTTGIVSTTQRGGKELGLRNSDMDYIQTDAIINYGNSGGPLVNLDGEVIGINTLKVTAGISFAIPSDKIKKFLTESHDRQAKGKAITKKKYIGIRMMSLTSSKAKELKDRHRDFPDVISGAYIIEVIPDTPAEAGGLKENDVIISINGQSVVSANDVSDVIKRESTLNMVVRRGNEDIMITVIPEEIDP
# TDP2 inh = blocks human TDP2 phosphodiesterase activity | AID 720702 | recombinant TDP2, T5PNP hydrolysis, p-nitrophenol absorbance 415 nm | 370,000 compounds, 0.34% hits | inhibition, % at 12.8 µM | O95551;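 active = inhibition above the mean of all tested compounds plus 3 SD, set per campaign, cut at about 25% in these data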;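 also: 0% = DMSO with enzyme and 100% = buffer with substrate but no TDP2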
#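 Test system: Human TDP2 enzyme | Reagent: 5 mM T5PNP | Compound dosing: 12.8 µM single point, 1% DMSO | Incubation: Enzyme reaction with compound for 2 h at 37 °C | Technique: p-Nitrophenol epi absorbance | Read-out: % inhibition relative to enzyme-containing and enzyme-free wells | Benchmarks: High control without enzyme, low control DMSO plus TDP2 | Replicates: Singlicate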
# rCAG binder = r(CAG) repeat RNA binding; TO-PRO-1 dye displacement fluorescence; inhibition, % at 3 µM; 370,000 compounds, 1.3% hits;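 active = inhibition above the plate cutoff, the mean of all test compounds on that plate plus 3 SD, cut at about 35% in these data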;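 also: 0% = DMSO alone and 100% = 100 µM mitoxantrone as full dye displacement; higher means more dye released from RNA so lower well fluorescence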
# Starred values were filed as active, the others as inactive; . = not tested or not shown.
SMILES,Rev-erbA mod,SIAE primary,mABHD4 FP,PRMT1 FP inh,LEDGF integ inh,TCR-CD3 inh,PG9 binder,HTRA1 inhibitor,TDP2 inh,rCAG binder
Cc1ccc(S(=O)(=O)N(C)c2ccc(C(=O)NCC(c3ccccc3)N3CCCC3)cc2)cc1 (configuration not stated),2,-3,-7,-7,4,0,1.4,-7,-18,2
COc1cc(N/C(=C\C(=O)c2ccccc2)c2ccccc2)ccc1Cl,5,2,-4,-3,0,-4,-2.1,.,-7,4
CCCN(CCC)C(=O)Cn1c(=O)c2ccccc2n2c(=S)sc(-c3ccccc3C)c12,3,0,-7,0,-1,4,-2.9,-1,0,0
Cc1ccc(NC(=O)c2oc(=O)c3ccccc3c2-c2ccccc2)c(C)c1,9,6,-4,-2,-2,4,-2.1,-25,-3,-3
Cc1cc(CCN2CCC(=O)NC2=O)ccc1OC(C)C,3,-2,4,3,-1,-9,1.1,-1,3,-5
Cc1nnc(NC(=O)c2ccc(S(=O)(=O)N3CCCCC3)cc2)s1,0,1,-11,5,-2,-4,3.0,4,-9,3
Cc1cccc(-n2c(C)cc(/C=C3\C(=N)N4N=C(CC(C)C)SC4=NC3=O)c2C)c1,11,-2,-1,1,1,7,3.5,6,1,1
O=C(CSc1ccccc1)NCc1ccccn1,-2,7,-1,1,4,3,-2.1,7,2,3
O=C(CCCCCN1C(=O)C2C3C=CC(C3)C2C1=O)Nc1ccc2ncccc2c1 (configuration not stated),1,-2,6,-1,22*,.,.,.,4,1
Cc1occc1C(=O)Nc1cccc([N+](=O)[O-])c1C,-6,4,-6,-2,0,1,-0.2,5,7,0
O=C(NC1CCCCC1)N1CCCCCC1,-2,1,-1,1,0,-1,-0.1,4,-1,-4
Cc1cc(NC(=O)CSc2nnc(C)c(=O)n2N)no1,-2,-4,-4,-4,1,-3,2.6,7,-3,-2
NS(=O)(=O)c1ccc(CCNC(=S)NC(=O)c2ccccc2Br)cc1,15,0,7,4,-3,2,1.0,-4,5,2
CCN(CC)c1ccc(NC(=O)c2ccccc2F)cc1S(=O)(=O)Nc1ccccc1OC,-3,-4,-14,11,-2,-4,-0.2,-32,-4,7
CCCN1CCN(C(=O)C(NC(=O)c2ccco2)C(C)C)CC1 (configuration not stated),2,-5,-4,-3,-1,5,-1.9,4,-4,-1
CCOCC(=O)NCc1ccc2c(c1)OCO2,5,-1,3,-2,-1,3,-1.5,7,-7,4
Cc1cc(C)c(S(=O)(=O)N2CCc3ccccc32)c(C)c1,5,-5,-9,-2,-1,-1,0.8,-16,2,-6
CCc1ccc(-c2csc(-c3c[nH]c4ccccc34)n2)cc1,1,15,2,3,-1,-9,-1.7,32,-5,19
CCN1CCN(c2nc3ccccc3nc2C(C#N)C(=O)OC2CCCCC2)CC1 (configuration not stated),4,-4,0,0,-1,1,-0.4,1,-9,-5
O=C1c2ccccc2C(=O)N1c1ccc(Cc2ccncc2)cc1,-3,2,6,1,2,3,-1.5,4,-6,-6
O=c1[nH]c2ccccc2nc1-c1nnnn1C1CCCC1,8,0,-5,-1,1,-7,3.5,.,-2,5
CC(=C\c1ccccc1)/C=C1/SC(=S)N(CCCC(=O)O)C1=O,-1,-1,14,2,5,4,-1.7,-24,1,37*
CC(=O)Nc1ncc(Cc2cccc(Cl)c2)s1,0,-7,1,0,0,-9,1.2,-11,12,0
CCc1ccc(-n2c(SCC(=O)Nc3cccc(S(=O)(=O)NC4=NCCCCC4)c3)nc3ccccc3c2=O)cc1,-3,-15,-9,-1,1,4,-0.2,-20,-7,14
O=C(O)CCN1C(=O)/C(=C\c2cccc(OCC(=O)Nc3ccc(Cl)cc3)c2)SC1=S,7,-7,-6,6,8,2,0.8,-46,7,71*
C/C(=N/NC(=O)CSc1nc2ccccc2s1)c1ccncc1,1,-5,-8,-1,-1,-5,-0.2,-9,1,-4
Cn1cnc([N+](=O)[O-])c1Sc1nc(N)nc2c1ncn2Cc1ccccc1,6,0,2,-2,-3,-2,1.9,2,-1,4
O=C(N/N=C/c1ccccn1)c1ccc(N/N=C/c2ccccn2)cc1,1,2,-6,-4,-3,8,-2.5,7,-4,1
CC(C)(C)c1ccc(OCC(=O)N2CCCCCC2)c(Br)c1,8,-6,8,0,-4,10,-0.7,-3,-5,-1
CCC1CCCCN1C(=O)Cn1c(=O)n(CCC(=O)NCc2ccco2)c(=O)c2sccc21 (configuration not stated),1,8,4,2,0,-3,0.5,1,10,-5
Cc1cc(NC(=O)CSCC(=O)OCc2nnc(-c3ccc(F)cc3)o2)no1,0,-1,4,3,-3,-4,0.0,6,7,1
CCCC(C(=O)NCC1CCCO1)N(C(=O)CNS(=O)(=O)c1ccccc1)c1ccc(F)cc1 (configuration not stated),4,-2,1,0,-3,-3,-0.6,7,10,-7
CC(=O)c1ccc(-c2cccc(-c3nc4ccccn4c3NC3CCCCC3)c2)cc1,-2,6,21,2,-1,0,-1.0,-18,4,7
Cc1cccc(Cn2cnc3ccccc32)c1,-4,3,1,-1,0,3,1.5,-2,7,-3
CC(O)c1nc2cc([N+](=O)[O-])ccc2n1Cc1ccccc1 (configuration not stated),-1,0,0,3,0,-5,-1.8,-1,1,-2
Cc1cc(C(=O)Nc2c(C)n(C)n(-c3ccccc3)c2=O)c(C)o1,-4,-2,-3,1,-2,4,0.9,0,6,-5
O=C(Cc1cc(=O)[nH]c(=O)[nH]1)NCc1ccc(Cl)cc1,-7,-2,-1,-1,-1,2,1.4,7,2,5
CS/C(=N/S(=O)(=O)c1ccc(C)cc1)c1ccccc1,0,14,1,2,-4,-2,0.6,1,15,-1
O=C1CC(N2CCN(c3ccc(F)cc3)CC2)C(=O)N1c1ccccc1 (configuration not stated),-4,-3,-2,21*,0,-3,2.0,2,-2,-2
CCn1cc(C(=O)NCC(=O)NC(C)(C)CO)c(=O)c2cc3c(cc21)OCO3,7,0,-6,3,6,0,-0.9,3,-3,-1
CNc1oc(-c2cccc3ccccc23)nc1C#N,1,7,-2,-1,-1,0,2.8,-6,2,5
CCc1noc(C)c1C(=O)Nc1cc(S(=O)(=O)N2CCOCC2)ccc1OCC(F)(F)F,3,-5,-3,7,-1,-1,2.4,6,-7,-4
CC(=O)c1ccc(OC(=O)Oc2ccc(C(C)=O)cc2)cc1,-8,6,-8,2,-1,1,1.0,10,3,-1
O=C(NCc1ccc(Cl)cc1)C(=O)NCC(c1ccco1)N1CCOCC1 (configuration not stated),-1,-4,-2,6,-4,-7,-3.3,4,-4,-8
CC(C)c1ccc(NC2CCCN(C(=O)c3ccoc3)C2)cc1 (configuration not stated),1,8,2,-3,2,-11,0.4,6,-8,-6
COc1ccc(-c2c(C#N)c(N)nc3c2CCCC3)cc1OC,2,-1,-3,1,1,2,-2.7,-4,6,-2
CC(C(=O)OCC(=O)Nc1ccc(S(N)(=O)=O)cc1)N1C(=O)c2ccccc2C1=O (configuration not stated),-4,3,1,4,-3,0,-0.3,3,3,2
Cn1c(/C=N/O)nc2ccccc21,-6,-1,5,2,3,-6,-0.9,-1,3,-10
COc1ccc(-n2nc(C(=O)NCc3cc(OC)ccc3OC)c3c4ccccc4n(C)c3c2=O)cc1,20,6,-2,-2,-2,9,-0.9,8,-14,1
CC(=O)c1c(C)[nH]c(C(=O)COC(=O)CCOc2ccc(C)cc2)c1C,4,4,3,1,-3,6,1.6,-9,-12,-4

# Shown tab-delimited: entries from further up
SMILES	Rev-erbA mod	SIAE primary	mABHD4 FP	PRMT1 FP inh	LEDGF integ inh	TCR-CD3 inh	PG9 binder	HTRA1 inhibitor	TDP2 inh	rCAG binder
Cc1ccc(S(=O)(=O)N(C)c2ccc(C(=O)NCC(c3ccccc3)N3CCCC3)cc2)cc1 (configuration not stated)	2	-3	-7	-7	4	0	1.4	-7	-18	2
COc1cc(N/C(=C\C(=O)c2ccccc2)c2ccccc2)ccc1Cl	5	2	-4	-3	0	-4	-2.1	.	-7	4
CCCN(CCC)C(=O)Cn1c(=O)c2ccccc2n2c(=S)sc(-c3ccccc3C)c12	3	0	-7	0	-1	4	-2.9	-1	0	0
Cc1ccc(NC(=O)c2oc(=O)c3ccccc3c2-c2ccccc2)c(C)c1	9	6	-4	-2	-2	4	-2.1	-25	-3	-3
Cc1cc(CCN2CCC(=O)NC2=O)ccc1OC(C)C	3	-2	4	3	-1	-9	1.1	-1	3	-5
Cc1nnc(NC(=O)c2ccc(S(=O)(=O)N3CCCCC3)cc2)s1	0	1	-11	5	-2	-4	3.0	4	-9	3
Cc1cccc(-n2c(C)cc(/C=C3\C(=N)N4N=C(CC(C)C)SC4=NC3=O)c2C)c1	11	-2	-1	1	1	7	3.5	6	1	1
O=C(CSc1ccccc1)NCc1ccccn1	-2	7	-1	1	4	3	-2.1	7	2	3
O=C(CCCCCN1C(=O)C2C3C=CC(C3)C2C1=O)Nc1ccc2ncccc2c1 (configuration not stated)	1	-2	6	-1	22*	.	.	.	4	1
Cc1occc1C(=O)Nc1cccc([N+](=O)[O-])c1C	-6	4	-6	-2	0	1	-0.2	5	7	0
O=C(NC1CCCCC1)N1CCCCCC1	-2	1	-1	1	0	-1	-0.1	4	-1	-4
Cc1cc(NC(=O)CSc2nnc(C)c(=O)n2N)no1	-2	-4	-4	-4	1	-3	2.6	7	-3	-2
NS(=O)(=O)c1ccc(CCNC(=S)NC(=O)c2ccccc2Br)cc1	15	0	7	4	-3	2	1.0	-4	5	2
CCN(CC)c1ccc(NC(=O)c2ccccc2F)cc1S(=O)(=O)Nc1ccccc1OC	-3	-4	-14	11	-2	-4	-0.2	-32	-4	7

# Compound activity as filed in PubChem.

# An excerpt (hit frequency here may not be typical).
